GPR151 activ: activates the human receptor GPR151; Q8TDV0; PathHunter beta-arrestin GPR151 cells, luminescence; activation, % at 11.2 µM; actives 1% (n = 650,000); AID 1508602; in the data active = activation above about 4.9%;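 note: 0% = median of compound wells and 100% = cells with positive control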
Target sequence (Q8TDV0 whole entry, looked up): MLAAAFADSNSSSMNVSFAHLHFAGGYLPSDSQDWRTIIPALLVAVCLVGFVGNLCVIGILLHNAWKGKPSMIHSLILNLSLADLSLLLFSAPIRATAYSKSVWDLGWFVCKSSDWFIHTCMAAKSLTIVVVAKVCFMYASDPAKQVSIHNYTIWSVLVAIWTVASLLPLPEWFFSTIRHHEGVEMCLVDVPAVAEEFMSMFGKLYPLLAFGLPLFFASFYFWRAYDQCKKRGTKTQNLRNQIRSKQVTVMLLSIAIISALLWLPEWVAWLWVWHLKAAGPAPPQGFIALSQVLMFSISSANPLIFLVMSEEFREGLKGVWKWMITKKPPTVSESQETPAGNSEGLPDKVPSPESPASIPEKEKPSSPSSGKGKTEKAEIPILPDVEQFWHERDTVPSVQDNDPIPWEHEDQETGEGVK
MITF inh: blocks human microphthalmia-associated transcription factor. AlphaScreen MITF homodimerization, bead proximity signal. inhibition, % at 2.6 µM. actives 0.91% (n = 650,000); in the data active = inhibition above about 50%;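 note: 0% = vehicle wells with protein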
Target sequence (O75030 whole entry, looked up): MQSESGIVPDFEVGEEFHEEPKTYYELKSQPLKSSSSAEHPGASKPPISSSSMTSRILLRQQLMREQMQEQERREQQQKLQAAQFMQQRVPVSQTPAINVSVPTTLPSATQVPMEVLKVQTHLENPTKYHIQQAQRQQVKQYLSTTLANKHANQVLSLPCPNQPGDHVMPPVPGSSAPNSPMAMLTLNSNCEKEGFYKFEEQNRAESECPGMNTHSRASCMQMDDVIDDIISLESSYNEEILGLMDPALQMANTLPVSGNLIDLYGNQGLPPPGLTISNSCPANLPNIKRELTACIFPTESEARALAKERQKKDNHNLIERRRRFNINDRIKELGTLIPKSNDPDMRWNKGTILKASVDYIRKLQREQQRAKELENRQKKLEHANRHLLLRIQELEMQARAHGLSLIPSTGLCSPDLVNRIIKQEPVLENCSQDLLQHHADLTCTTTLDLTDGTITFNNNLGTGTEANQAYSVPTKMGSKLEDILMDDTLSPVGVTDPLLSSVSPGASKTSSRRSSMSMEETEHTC
FBW7 activator: activators of human E3 ligase FBW7; Q969H0; AlphaScreen FBW7–phospho-cyclin E peptide binding, activator screen; normalized activity (activation), % at 26.1 µM; actives 0.13% (n = 650,000); AID 1259310; in the data active = normalized activity above about 1.9%;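 note: purified mutant Fbw7 with reduced substrate affinity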
TEAD-YAP inh: TEAD-YAP interaction inhibition; actives 1.4% (n = 640,000); inhibition, % at 9.12 µM; HEK-TIYL cells, TEAD-Gal4/YAP UAS-luciferase luminescence; AID 1259422; in the data active = inhibition above about 32%;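 note: 0% = median of test compound wells and 100% = reference inhibitor wells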
* marks the source's active call; other numbers are inactive results.

SMILES	GPR151 activ	MITF inh	FBW7 activator	TEAD-YAP inh
COc1ccc(C2c3c(oc4ccc(Br)cc4c3=O)C(=O)N2C)cc1 (stereo not drawn)	0.4	-7	-0.1	-1
CCOC(=O)c1cnn(-c2cccc(F)c2)c1CNCc1ccon1	0.4	1	-0.1	11
Nc1ccc(S(=O)(=O)N2CCC(C(=O)NC3CCCCC3)CC2)cn1	1.1	13	0.0	-2
CC(C)(C)NCCCOc1ccc(Cl)cc1Cl	-0.3	-11	-0.2	-9
O=C1NC(=S)N/C1=C/c1ccc(-c2ccc([N+](=O)[O-])cc2Cl)o1	-1.3	16	0.1	11
CCOc1cccc2sc(N3CCN(c4nc5ccccc5s4)CC3)nc12	0.6	4	0.0	-17
O=C(Nc1cccc(Cl)c1)c1cc2c(=O)oc3ccccc3c2s1	-1.7	11	-0.1	5
OCCOCCN(CCOCCO)Cc1ccccc1	-0.2	-2	0.0	6
Cc1cc(C)c(NS(=O)(=O)c2c[nH]c3ccc([N+](=O)[O-])cc23)c(C)c1	0.7	9	0.5	-1
COc1ccc(-c2nc(SC)n(C(=O)c3ccc([N+](=O)[O-])cc3)n2)cc1	-1.8	9	0.6	-31

Whole records as entered above. Order of screens: GPR151 activ, MITF inh, FBW7 activator, TEAD-YAP inh
COc1ccc(-c2nc(SC)n(C(=O)c3ccc([N+](=O)[O-])cc3)n2)cc1 in the list: -1.8, 9, 0.6, -31
CCOC(=O)c1cnn(-c2cccc(F)c2)c1CNCc1ccon1 in the list: 0.4, 1, -0.1, 11
CCOc1cccc2sc(N3CCN(c4nc5ccccc5s4)CC3)nc12 in the list: 0.6, 4, 0.0, -17
O=C1NC(=S)N/C1=C/c1ccc(-c2ccc([N+](=O)[O-])cc2Cl)o1 in the list: -1.3, 16, 0.1, 11

Other results follow.
SMILES	GPR151 activ	MITF inh	FBW7 activator	TEAD-YAP inh
CCOC(=O)c1cc2ccccc2n1CCN(C)C	-0.9	10	0.0	9
O=C(O)CCCCCN1C(=O)C(O)=C(C(=O)/C=C/c2ccccc2)C1c1ccc(Cl)cc1 (stereo not drawn)	-2.7	-3	-0.1	2
O=C(Nc1ccc2c(c1)OCO2)C(c1ccccc1)N1CCOCC1 (stereo not drawn)	-0.5	-5	0.0	6
NC(=O)c1ccc(NC(=O)CSc2nnc(Cc3cccc4ccccc34)n2N)cc1	-0.5	2	-0.1	-4
CC(=O)C1=C(O)CC(C)(C)CC1=NCCc1ccccc1	0.4	8	-0.1	-9
N#Cc1cccc(S(=O)(=O)Nc2ccccc2C(N)=O)c1	3.8	-1	0.1	-13
CCOc1cc(Br)c(CC#N)cc1OCC	0.1	-8	0.2	-3
O=C(NCCn1ccnc1)C1CC12CCN(C/C=C/c1ccccc1)CC2 (stereo not drawn)	-0.8	4	0.1	8
Cc1nc2c(c(N3CCCCC3)n1)CN(C(=O)N1CCOCC1)CC2	2.6	14	0.5	0
Cc1ccc(NC(=O)CN2C(=O)NC(C)(c3ccccc3Br)C2=O)cc1F (stereo not drawn)	1.0	3	-0.2	6
Cc1ccc(N2CC(N)=C([n+]3ccccc3)C2=O)cc1	-1.6	6	-0.1	2
COc1ccc([N+](=O)[O-])cc1NS(=O)(=O)c1c(C)ccc2nsnc12	-0.9	-3	0.1	-1
CSCc1ccc(C(=O)N2CCCC(CNC(=O)c3ccc(F)cc3)C2)o1 (stereo not drawn)	1.1	-4	-0.1	1
CC1(C)[C@H]2CC=C(CN3CCC(n4nccc4NC(=O)C4CC4)CC3)[C@@H]1C2	1.3	-7	0.1	0
Cc1ccc2c(c1)C(c1ccccc1)N(C(=O)c1cccs1)CC(=O)N2 (stereo not drawn)	-0.1	-4	0.1	-15
Cc1ccc(N(C(C)C(=O)N2CCC(C)CC2)S(C)(=O)=O)cc1 (stereo not drawn)	-1.1	7	-0.1	13
O=[N+]([O-])c1ccc(CNC2CCCCC2)cc1	-1.3	44	0.1	2
CCNC(=O)COC(=O)CCC(=O)c1ccc(F)cc1	-0.7	-4	-0.1	-14
NC(=O)c1cnn(-c2ccc3ccccc3c2)c1N	-1.0	-7	0.0	-32
O=C(c1cc(F)c(F)cc1Cl)N1CCN(c2ccc([N+](=O)[O-])c(N3CCCCC3)c2)CC1	0.0	2	0.0	3

Structural class: those above with fluorine (5)
SMILES	GPR151 activ	MITF inh	FBW7 activator	TEAD-YAP inh
CCOC(=O)c1cnn(-c2cccc(F)c2)c1CNCc1ccon1	0.4	1	-0.1	11
Cc1ccc(NC(=O)CN2C(=O)NC(C)(c3ccccc3Br)C2=O)cc1F (stereo not drawn)	1.0	3	-0.2	6
CSCc1ccc(C(=O)N2CCCC(CNC(=O)c3ccc(F)cc3)C2)o1 (stereo not drawn)	1.1	-4	-0.1	1
CCNC(=O)COC(=O)CCC(=O)c1ccc(F)cc1	-0.7	-4	-0.1	-14
O=C(c1cc(F)c(F)cc1Cl)N1CCN(c2ccc([N+](=O)[O-])c(N3CCCCC3)c2)CC1	0.0	2	0.0	3

(further entries)
SMILES	GPR151 activ	MITF inh	FBW7 activator	TEAD-YAP inh
O=S(=O)(c1cnc[nH]1)N1CCCCC1	-2.6	-7	0.3	-10
Cc1nn(Cc2ccc(F)cc2)c(C)c1NC(=O)c1cc(-c2ccc3c(c2)OCO3)on1	-0.1	13	0.2	0
CN(Cc1ccccc1)S(=O)(=O)c1ccc2c(c1)NC(=O)CC(=O)N2	0.0	1	0.3	-2
COCCCn1c(SCC(=O)OC2CCCCC2)nnc1-c1cccs1	-0.9	5	0.3	9
COc1cccc(NC(=O)CN(c2cc(C(F)(F)F)ccc2Cl)S(=O)(=O)c2ccccc2)c1	-1.7	-16	0.0	10
COc1ccc(CCc2nnc(CCC(=O)N(C)CCOc3ccccc3)o2)cc1	-0.1	-7	-0.1	-77
CC(C)c1ccc(-n2cc(-c3ccc(C(=O)N4CCCC4)cn3)cn2)cc1	6.2*	8	0.3	19
COc1cccc(CSc2ccc(S(=O)(=O)N3CCOCC3)cc2C(=O)NCCC2=CCCCC2)c1OC	-0.9	-9	-0.1	-7
CCCOC(=O)C1=C(C)NC2=C(C(=O)CC(C)(C)C2)C1c1ccc(Cl)c([N+](=O)[O-])c1 (stereo not drawn)	0.3	15	-0.1	8
CCCc1nnc(SCC(=O)NC(C)C)n1Cc1ccco1	-1.9	5	0.8	0
CS(=O)(=O)N(CC(=O)Nc1ccccc1C(=O)O)c1cccc(C(F)(F)F)c1	-0.4	-4	-0.3	-5
Cc1cc(C(=O)N(Cc2cccnc2)c2nc3c(Cl)cccc3s2)on1	0.3	-3	0.1	-9
COc1ccc(-n2nc3cc(C)c(NC(=O)c4ccc5c(c4)OCCO5)cc3n2)cc1	0.8	-1	-0.1	-34
CCC(O)C1CCN(C(=O)c2ccc(OC3CCN(Cc4ccccn4)CC3)cc2)CC1 (stereo not drawn)	3.9	-2	-0.2	-4
CCCCS(=O)(=O)Nc1ccc2c(c1)CCN2S(C)(=O)=O	-0.1	16	-0.1	0
CCOC(=O)C(=O)Nc1sc(C(=O)Nc2ccccc2C)c(C)c1C(=O)OC	0.4	-7	0.0	-4
COc1ccc(CCN2CC(=O)N3CCCC(c4cc(O)ccc4O)=C3C2=O)cc1OC	0.0	-2	0.0	1
CC1Oc2cc(Cl)ccc2N(Cc2ccc(F)cc2)C1=O (stereo not drawn)	0.0	-2	-0.3	2
O=C1CCCN1CCCNc1nc(-c2cccs2)nc2c1ncn2CCN1CCCC1=O	-1.9	13	0.1	-3
CCOc1ccc(NC(=O)COC(=O)C2CC(=O)N(c3ccc(F)cc3)C2)cc1 (stereo not drawn)	-0.1	-8	-0.1	-2
COc1ccc(OC)c(N(CC(=O)Nc2ccc(Cl)cc2Cl)S(=O)(=O)c2ccccc2)c1	-0.2	0	-0.3	-1
COc1cccc(CN2C[C@H](Sc3ccccn3)C[C@H]2C(=O)N(C)C)c1	-0.9	3	0.0	0
CCc1ccc(OCC(=O)N/N=C/c2ccc(O)cc2)cc1	5.2*	6	0.8	10
CC(=O)O/N=C(/C)c1ncc(C(F)(F)F)cc1N1CCOCC1	1.0	-21	0.2	1
Cc1ncc(CN2CCC(n3nccc3NC(=O)CCOc3ccccc3)CC2)s1	-1.6	-10	-0.1	3
COc1ccc(C)cc1S(=O)(=O)N1CCC(C(=O)Nc2cc([N+](=O)[O-])ccc2C)CC1	2.4	5	-0.1	2
CC(C)(C)c1ccc(C(=O)C2CCCN(C(=O)C[n+]3cc(=O)o[nH]3)C2)cc1 (stereo not drawn)	-1.4	1	0.7	3
Cc1ccc(NC(=S)N(CCCN2CCN(C)CC2)Cc2cccs2)cc1	-1.0	-19	0.0	-2
COc1cc(OC)c(OC)cc1CN1CCN(Cc2ccccc2[N+](=O)[O-])CC1	-0.1	72*	-0.1	10
Cc1ccc(O)c2nc(/C=C/c3ccccc3N)ccc12	1.5	-23	0.0	-63
Cn1c(C(=O)NC(C)(C)C)cc2c(=O)n3ccccc3nc21	-1.0	10	0.1	-53
O=C1COc2ccc(C(=O)COC(=O)c3cc(O)c(O)c(O)c3)cc2N1	2.4	82*	0.1	2
Fc1ccc(-c2csc(Nc3ccc4c(c3)OCO4)n2)cc1	0.3	8	0.0	-68
COc1ccc2[nH]c3c(c2c1)CCOC31CCN(C(=O)CC2(CC(=O)O)CCCC2)CC1	0.1	-11	-0.4	-2
Cn1nnnc1SCC(=O)Nc1ccc(-c2ccccc2)cc1	0.6	13	0.0	0
O=C1CS/C(=N/N=C/c2ccccc2[N+](=O)[O-])N1	-0.3	-7	-0.1	6
Cc1ccc(OCC(=O)N2CCN(C(=O)C(c3ccccc3)c3ccccc3)CC2)cc1	0.2	8	0.0	7
CCOC(=O)c1ccc(NC(=O)c2c(-c3c(Cl)cccc3Cl)noc2C)cc1	1.0	4	-0.1	2
O=C(O)CCSc1nc2ccc([N+](=O)[O-])cc2s1	-0.2	0	0.1	12
Cn1cc(SCC(=O)Nc2ccc3c(c2)OCO3)c2ccccc21	4.5	-7	0.4	1
O=C(NN(c1ccccc1)c1ccccc1)c1ccc([N+](=O)[O-])cc1Cl	3.7	6	0.1	1
NC(=O)c1c(NC(=O)c2ccc(-c3ccccc3)cc2)sc2c1CCC2	-1.0	-14	-0.3	1
Oc1ccc(Nc2nc(-c3ccc(F)cc3F)cs2)cc1	0.1	10	0.0	-80
Cc1ccc(CC(=O)O/N=C(\N)Cc2cccc3ccccc23)cc1	5.5*	7	0.3	10
Oc1ccc(/C=N/Nc2nncc3ccccc23)c(O)c1O	0.2	29	-1.2	-10
COC(CNC(=O)c1coc2nc3ccccc3nc12)OC	-3.2	6	-0.1	-6
O=C(NCc1cccc(Cl)c1)C1CCCO1 (stereo not drawn)	-0.7	6	0.4	-2
CC(C)NS(=O)(=O)c1ccc(NC(=O)c2ccccc2I)cc1	-0.4	18	0.7	0
CCOC(=O)C(=NCC1CCCO1)NNc1cccc(C(F)(F)F)c1 (stereo not drawn)	2.0	-2	-0.1	4
O=C1NC(N2CSCC2C(=O)O)=N/C1=C/c1ccc2c(c1)OCO2 (stereo not drawn)	-1.0	-6	0.3	11
(continued)
SMILES	GPR151 activ	MITF inh	FBW7 activator	TEAD-YAP inh
Cc1ccc(NC(=O)CCC(=O)N/N=C/c2cccc(Br)c2)cc1	-1.3	-2	-0.1	2
O=C(C1CN(c2nc3c(F)cccc3s2)C1)N1CCN(c2ncccn2)CC1	-0.6	-1	0.0	-6
CCOC(=O)C1=C(N)Oc2cc(C)oc(=O)c2C1c1ccc(Cl)cc1Cl (stereo not drawn)	-0.1	-3	-0.2	2
COc1ccc(/C=N/NC(=O)C(O)(c2ccccc2)c2ccccc2)c(OC)c1OC	-1.2	-3	0.2	-3
COCCNC(=S)N1CCN(c2ccc(OC)cc2)CC1	-0.4	-4	-0.3	-1
COc1ccc([N+](=O)[O-])cc1N(CC(=O)N1CCN(c2ccccc2)CC1)S(C)(=O)=O	0.1	15	0.0	4
CC(C)OCCCN1C(=O)C2C(C(=O)Nc3cccc(Cl)c3)C3C=CC2(O3)C1C(=O)NC1CCCC(C)C1C (stereo not drawn)	-1.2	-3	0.0	5
CCOc1ccc(NC(=O)CSc2nnc(-c3ccccc3)c(-c3ccccc3)n2)cc1	-0.3	8	0.0	20
CCOC(=O)c1c(N)sc2c1CCCCCC2	0.3	7	0.0	3
c1ccc(-c2ccccc2NC2=NCCS2)cc1	0.9	19	0.8	-9
CC(NS(=O)(=O)c1ccc(Br)cc1)C(=O)O (stereo not drawn)	-1.4	15	0.3	-2
CC1Oc2ccccc2N(Cc2ccccc2Cl)C1=O (stereo not drawn)	4.0	2	-0.1	-1
Cc1nn(CC(=O)N2CCC(C)CC2)c2ccccc12	0.3	7	0.4	6
CCOc1ccccc1C(=O)Nc1c2c(nn1C(C)(C)C)CSC2	4.1	0	0.1	-20
O=C1N/C(=C/c2cccn2-c2ccc(F)cc2)C(=O)N1c1ccccc1	-1.9	-6	0.1	-2
Cc1nc(C)c(C(=O)N2CCC(C(Cc3ccccc3)N(C)Cc3cccnc3)CC2)s1 (stereo not drawn)	0.9	4	0.0	0
CCOc1ccc2[nH]c(=O)c(CN(Cc3cccs3)C(=O)N3CCCC3)cc2c1	0.6	-11	-0.1	2
COc1cccc(-n2nc(C(=O)Nc3cc(OC)ccc3OC)c3ccccc3c2=O)c1	1.6	4	0.1	-13
COc1ccc(NC(=O)CN(C)S(=O)(=O)c2cccc3nsnc23)cc1OC	0.3	20	-0.2	6
O=C(c1ccc2c(c1)OCCO2)C1CCN(C(=O)Nc2ccccc2Cl)CC1	0.3	4	-0.1	13
O=C(Cc1nc2ccccc2[nH]1)N1CCCCC1	-2.0	6	-0.1	-30
O=C(NCCO)c1ccc(Oc2ccc(C(F)(F)F)cc2[N+](=O)[O-])cc1	1.9	-10	-0.1	6
